hIAP block: human IAP inhibition. P09923. purified IAP, CDP-Star luminescence, 30 min. inhibition, % at 10 µM. 330,000 compounds, 0.12% hits;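 active means inhibition reaching a set limit with compound at 10 µM in the primary screen, cut at about 35% in these data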;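 further: plate controls were DMSO wells with enzyme for no effect and no-enzyme buffer wells for full effect; values of inactives mirror those of a sister screen read the other way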
Target sequence (P09923 whole entry, looked up): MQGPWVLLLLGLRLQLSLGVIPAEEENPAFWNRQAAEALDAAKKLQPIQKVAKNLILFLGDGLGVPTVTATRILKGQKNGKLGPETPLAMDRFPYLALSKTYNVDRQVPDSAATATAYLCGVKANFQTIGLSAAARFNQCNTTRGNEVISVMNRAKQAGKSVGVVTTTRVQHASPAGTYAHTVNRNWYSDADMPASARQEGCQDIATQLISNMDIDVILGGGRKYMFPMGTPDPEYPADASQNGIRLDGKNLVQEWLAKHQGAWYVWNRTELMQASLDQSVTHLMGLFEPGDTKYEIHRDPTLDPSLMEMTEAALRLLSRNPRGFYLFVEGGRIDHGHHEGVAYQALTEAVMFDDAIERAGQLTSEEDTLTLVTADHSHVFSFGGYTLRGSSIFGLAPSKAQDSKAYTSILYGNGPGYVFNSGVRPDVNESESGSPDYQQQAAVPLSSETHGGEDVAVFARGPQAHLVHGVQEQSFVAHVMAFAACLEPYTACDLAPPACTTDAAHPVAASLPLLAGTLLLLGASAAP
mIAP block: mouse IAP inhibition; purified mouse IAP, CDP-Star luminescence, 30 min; inhibition, % at 10 µM; 330,000 compounds, 0.2% hits;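 active means inhibition of at least 40% at 10 µM in the primary screen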;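 further: plate controls were DMSO with enzyme for no effect and no enzyme wells for full effect; values of inactives mirror those of a sister screen read the other way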
HKDC1 inhibitor: inhibitors of human hexokinase HKDC1; Q2TB90; recombinant HKDC1, G6PDH/diaphorase resazurin coupled fluorescence; inhibition, % at 20 µM; 340,000 compounds, 0.16% hits; AID 493160;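 active means inhibition above about 35% when tested at 20 µM, limit read from the data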;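 further: plate controls were DMSO wells with enzyme for no effect and DMSO wells lacking enzyme for full effect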
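Test system: recombinant HKDC1 (HK5) hexokinase enzyme, produced in-house; Amount: enzyme 5 µg/mL final; Buffer or medium: Tris pH 8.0 buffer with MgCl2, Tween-20, BSA, BME; Reagent: glucose and ATP substrates; Doses: 20 µM test compound, 1% DMSO; Incubation: 90 min reaction incubation at room temperature, dark; Detection: resorufin fluorescence at 613 nm.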
mIAP activ: increases mouse intestinal alkaline phosphatase activity; muIAP, CDP-Star luminescence, 30 min; hits give high values; 1 = vehicle-only enzyme signal, 0 = enzyme-free wells; activation factor at 10 µM; 330,000 compounds, 0.24% hits; AID 2805;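 active means activation factor of at least 2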; further: the source names both 10 and 20 µM as test concentration; values of inactives mirror those of a sister screen read the other way
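System: Mouse IAP enzyme | Also added: CDP-Star substrate | Dosing: Compounds dispensed in DMSO | Schedule: 30 min enzyme-substrate-compound incubation at room temperature | Technique: Chemiluminescence readout | Control set: DMSO-only wells and no-enzyme negative control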
APOBEC3A inh: inhibitors of human APOBEC3A DNA deaminase. 330,000 compounds, 0.41% hits. inhibition, % at 20 µM. recombinant A3A, FAM/TAMRA ssDNA deamination fluorescence. AID 493011;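 active means at least 40% inhibition at 20 µM here, with at most 30% in a related deaminase screen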;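 further: plate controls were A3A with DMSO for no effect and wells lacking A3A enzyme for full effect; some results filed as inactive read as strong as hits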
hIAP activ: increases human intestinal alkaline phosphatase activity; purified human IAP, CDP-Star luminescence, 30 min; hits give high values; 1 = vehicle-only enzyme, 0 = enzyme-free background; activation factor at 10 µM; 330,000 compounds, 0.16% hits; P09923;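 active means activation factor of the enzyme at least 2-fold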; further: the source names both 10 and 20 µM as test concentration; values of inactives mirror those of a sister screen read the other way
PfGluPho inh: PfG6PD (Plasmodium falciparum) enzyme inhibition; PfGluPho enzyme, NADPH resazurin-diaphorase fluorescence; inhibition, % at 20 µM; 350,000 compounds, 0.78% hits;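 active means inhibition reaching at least a set limit at 20 µM in the primary screen, cut at about 59% in these data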;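 further: 0% = DMSO wells with substrate and 100% = DMSO wells lacking glucose-6-phosphate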
ATG4B inh: ATG4B (human) cysteine protease inhibition; Q9Y4P1; 340,000 compounds, 0.51% hits; inhibition, % at 8.33 µM; ATG4B cleavage of LC3-PLA2, NBD-HPC fluorescence, 1 h; in the data active means inhibition above about 40%
Target sequence (Q9Y4P1 whole entry, looked up): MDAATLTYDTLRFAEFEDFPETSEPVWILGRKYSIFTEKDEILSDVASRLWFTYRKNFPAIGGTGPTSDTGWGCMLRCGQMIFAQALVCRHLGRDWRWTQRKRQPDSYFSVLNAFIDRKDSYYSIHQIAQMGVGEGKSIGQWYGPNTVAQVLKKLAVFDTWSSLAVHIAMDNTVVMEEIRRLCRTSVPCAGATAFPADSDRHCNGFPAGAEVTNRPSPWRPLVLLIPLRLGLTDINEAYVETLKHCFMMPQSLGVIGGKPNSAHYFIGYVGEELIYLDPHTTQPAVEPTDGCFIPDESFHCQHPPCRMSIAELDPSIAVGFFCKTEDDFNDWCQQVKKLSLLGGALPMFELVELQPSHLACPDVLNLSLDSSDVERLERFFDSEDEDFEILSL
* marks the source's active call; other numbers are inactive results.

Results for CCc1nnc(NS(=O)(=O)c2ccc(N=Cc3c(C)[nH]n(-c4ccc(Cl)cc4)c3=O)cc2)s1 ?
hIAP block: -10; mIAP block: 4; HKDC1 inhibitor: 2; mIAP activ: 0.96; APOBEC3A inh: 2; hIAP activ: 1.1; PfGluPho inh: 22; ATG4B inh: 18

What do the screens show for `O=C(COC(=O)COc1ccc(Cl)cc1Cl)NC1CCCCCC1`?
hIAP block: -4; mIAP block: 0; HKDC1 inhibitor: -3; mIAP activ: 1; APOBEC3A inh: -2; hIAP activ: 1; PfGluPho inh: 0; ATG4B inh: 3

Results for Cc1csc(C(=O)NN)c1N(C)C ?
hIAP block: 13; mIAP block: 2; HKDC1 inhibitor: -2; mIAP activ: 0.98; APOBEC3A inh: 2; hIAP activ: 0.87; PfGluPho inh: 1; ATG4B inh: -3

How did CCOc1ccc(CCNC(=O)COC(=O)CCC(=O)c2cccs2)cc1OCC do in these assays?
hIAP block: -33; mIAP block: 3; HKDC1 inhibitor: -2; mIAP activ: 0.97; APOBEC3A inh: 1; hIAP activ: 1.3; PfGluPho inh: 2; ATG4B inh: -9

Results for COc1ccccc1C(=O)NNC(=O)CN1C(=O)c2ccccc2C1=O ?
hIAP block: -14; mIAP block: -2; HKDC1 inhibitor: 2; mIAP activ: 1; APOBEC3A inh: 3; hIAP activ: 1.1; PfGluPho inh: -1; ATG4B inh: -4

Results for CC1=C(C(=O)OC(C)C)C(c2coc3ccccc3c2=O)C2=C(CCCC2=O)N1 (stereo not given) ?
hIAP block: 3; mIAP block: 2; HKDC1 inhibitor: -4; mIAP activ: 0.98; APOBEC3A inh: -6; hIAP activ: 0.97; PfGluPho inh: 9; ATG4B inh: -9

How did C#CCC(NC(=O)c1ccc(C(F)(F)F)cc1)C(=O)NCCC (stereo not given) do in these assays?
hIAP block: 7; mIAP block: 2; HKDC1 inhibitor: -6; mIAP activ: 0.98; APOBEC3A inh: -3; hIAP activ: 0.93; PfGluPho inh: 1; ATG4B inh: -1

Results for Cc1ccccc1NC(=O)c1oc(=O)c2ccccc2c1-c1ccccc1 ?
hIAP block: -14; mIAP block: -10; HKDC1 inhibitor: -7; mIAP activ: 1.1; APOBEC3A inh: 0; hIAP activ: 1.1; PfGluPho inh: -11; ATG4B inh: 4

Results for CCOc1ccc(C(=O)CCC(=O)Nc2ccncc2)cc1 ?
hIAP block: -4; mIAP block: -8; HKDC1 inhibitor: -5; mIAP activ: 1.1; APOBEC3A inh: -2; hIAP activ: 1; PfGluPho inh: -6; ATG4B inh: -7

How did CN(C)c1ccc(N=Nc2ccccc2C(=O)OCC(=O)N(C)C2CCCCC2)cc1 do in these assays?
hIAP block: 4; mIAP block: 22; HKDC1 inhibitor: -5; mIAP activ: 0.78; APOBEC3A inh: 9; hIAP activ: 0.95; PfGluPho inh: -18; ATG4B inh: -1

Results for CCc1ccc(OCCNC(=O)c2ccccc2SCc2ccc(F)cc2)cc1 ?
hIAP block: 1; mIAP block: -4; HKDC1 inhibitor: 1; mIAP activ: 1; APOBEC3A inh: -1; hIAP activ: 0.99; PfGluPho inh: 13; ATG4B inh: 11

What do the screens show for `CC12CC(O)C3c4ccc(O)cc4CCC3C1CCC2=O` (stereo not given)?
hIAP block: -2; mIAP block: 8; HKDC1 inhibitor: 2; mIAP activ: 0.92; APOBEC3A inh: -4; hIAP activ: 1; PfGluPho inh: -29; ATG4B inh: -4

Results for CC(=C/c1ccccc1)/C=N/Nc1nc(N2CCOCC2)nc(N2CCOCC2)n1 ?
hIAP block: -7; mIAP block: 4; HKDC1 inhibitor: -6; mIAP activ: 0.96; APOBEC3A inh: 1; hIAP activ: 1.1; PfGluPho inh: 1; ATG4B inh: -13

What do the screens show for `N#C/C(=C\c1ccccc1O)C(=O)Nc1cccnc1`?
hIAP block: 3; mIAP block: 10; HKDC1 inhibitor: -4; mIAP activ: 0.91; APOBEC3A inh: 4; hIAP activ: 0.97; PfGluPho inh: 14; ATG4B inh: -4

What do the screens show for `Nc1cc(Cl)ccc1C(=O)OCC(=O)NCC1CCCO1` (stereo not given)?
hIAP block: 14; mIAP block: -3; HKDC1 inhibitor: 7; mIAP activ: 1; APOBEC3A inh: 1; hIAP activ: 0.86; PfGluPho inh: -21; ATG4B inh: 1

How did CC1CCN(CCCNC(=O)C2CCC(CNS(=O)(=O)c3ccccc3)CC2)CC1 (stereo not given) do in these assays?
hIAP block: -17; mIAP block: -2; HKDC1 inhibitor: 4; mIAP activ: 1; APOBEC3A inh: -6; hIAP activ: 1.2; PfGluPho inh: -13; ATG4B inh: 1

What do the screens show for `O=C(COC(=O)c1sc2ccccc2c1Cl)NC1CCCCC1`?
hIAP block: 7; mIAP block: 0; HKDC1 inhibitor: 12; mIAP activ: 1; APOBEC3A inh: -3; hIAP activ: 0.93; PfGluPho inh: -14; ATG4B inh: 0

How did O=C(Oc1c(Cl)cc(Cl)c2cccnc12)N1CCOCC1 do in these assays?
hIAP block: 12; mIAP block: -1; HKDC1 inhibitor: 0; mIAP activ: 1; APOBEC3A inh: -2; hIAP activ: 0.88; PfGluPho inh: -8; ATG4B inh: 4

Results for O=C1c2ccccc2C(=O)N1CCC#Cc1ccc2cc(CCCO)oc(=O)c2c1 ?
hIAP block: 6; mIAP block: -1; HKDC1 inhibitor: 1; mIAP activ: 1; APOBEC3A inh: -2; hIAP activ: 0.94; PfGluPho inh: -4; ATG4B inh: -9

What do the screens show for `CCOC(=O)N=S(=O)(Oc1ccc([N+](=O)[O-])cc1)c1ccccc1` (stereo not given)?
hIAP block: -11; mIAP block: -4; HKDC1 inhibitor: 4; mIAP activ: 1; APOBEC3A inh: 2; hIAP activ: 1.1; PfGluPho inh: 2; ATG4B inh: -4

Results for COC(=O)c1c(C)[nH]c(C(=O)/C=C/c2ccc(C)cc2)c1C ?
hIAP block: -14; mIAP block: 2; HKDC1 inhibitor: -2; mIAP activ: 0.98; APOBEC3A inh: -3; hIAP activ: 1.1; PfGluPho inh: 5; ATG4B inh: 2

What do the screens show for `CC(C)c1nc(NCC2CCCO2)c(C#N)c2c1COC(C)(C)C2` (stereo not given)?
hIAP block: 12; mIAP block: 2; HKDC1 inhibitor: -2; mIAP activ: 0.98; APOBEC3A inh: 0; hIAP activ: 0.88; PfGluPho inh: 9; ATG4B inh: -8

Results for CC(C)(C)C(=O)NCCc1nc2ccccc2n1CC(=O)c1ccc(Cl)cc1 ?
hIAP block: 13; mIAP block: 17; HKDC1 inhibitor: 3; mIAP activ: 0.83; APOBEC3A inh: -7; hIAP activ: 0.87; PfGluPho inh: -13; ATG4B inh: -16

Results for CCOC(=O)Cc1csc(NC(=O)c2sc3nc4cc(C)ccc4cc3c2N)n1 ?
hIAP block: -15; mIAP block: 10; HKDC1 inhibitor: -5; mIAP activ: 0.9; APOBEC3A inh: 2; hIAP activ: 1.2; PfGluPho inh: 49; ATG4B inh: 0

What do the screens show for `O=C(N/N=C\c1ccc(F)cc1)c1csnn1`?
hIAP block: 1; mIAP block: 14; HKDC1 inhibitor: 5; mIAP activ: 0.86; APOBEC3A inh: -4; hIAP activ: 0.99; PfGluPho inh: 18; ATG4B inh: 1

How did COc1cc2cc(CCO)oc(=O)c2cc1OC do in these assays?
hIAP block: 7; mIAP block: 3; HKDC1 inhibitor: -7; mIAP activ: 0.97; APOBEC3A inh: 4; hIAP activ: 0.93; PfGluPho inh: 0; ATG4B inh: 3

How did Cc1ccc(NC(=O)CN(C)C(=O)CSc2ccc3c(c2)OCCO3)cc1 do in these assays?
hIAP block: 5; mIAP block: -8; HKDC1 inhibitor: 0; mIAP activ: 1.1; APOBEC3A inh: -2; hIAP activ: 0.95; PfGluPho inh: -3; ATG4B inh: 1

What do the screens show for `O=C(O)c1cc(NN=C2c3ccccc3-c3ccccc32)ccc1Cl`?
hIAP block: 15; mIAP block: 7; HKDC1 inhibitor: 7; mIAP activ: 0.93; APOBEC3A inh: 13; hIAP activ: 0.85; PfGluPho inh: -28; ATG4B inh: 45*

How did CC(=O)N1CCN(c2ccc([N+](=O)[O-])cc2C#N)CC1 do in these assays?
hIAP block: 14; mIAP block: 9; HKDC1 inhibitor: -9; mIAP activ: 0.91; APOBEC3A inh: -2; hIAP activ: 0.86; PfGluPho inh: 18; ATG4B inh: -6

Results for COCCNC(=O)CN1CCC(NC(=O)C(C)(C)C)CC1 ?
hIAP block: 2; mIAP block: 3; HKDC1 inhibitor: 7; mIAP activ: 0.97; APOBEC3A inh: -1; hIAP activ: 0.98; PfGluPho inh: -15; ATG4B inh: 12

How did CSc1ccc(S(=O)(=O)Nc2ccc(N3CCOCC3)c(Cl)c2)cc1 do in these assays?
hIAP block: 1; mIAP block: -7; HKDC1 inhibitor: 0; mIAP activ: 1.1; APOBEC3A inh: -3; hIAP activ: 0.99; PfGluPho inh: -11; ATG4B inh: -14

How did NC(=O)c1ccc(NC(=O)COC(=O)c2ccc3ccccc3n2)cc1 do in these assays?
hIAP block: 10; mIAP block: 6; HKDC1 inhibitor: -8; mIAP activ: 0.94; APOBEC3A inh: -3; hIAP activ: 0.9; PfGluPho inh: 1; ATG4B inh: -12

What do the screens show for `Cc1nnc(N/N=C/c2cc([N+](=O)[O-])c(N3CCC(C)CC3)cc2N2CCC(C)CC2)n1N`?
hIAP block: 4; mIAP block: 1; HKDC1 inhibitor: 1; mIAP activ: 0.99; APOBEC3A inh: 4; hIAP activ: 0.96; PfGluPho inh: 59; ATG4B inh: 7

Results for O=C(c1ccco1)N1CCN(C(=O)c2cnn3cccnc23)CC1 ?
hIAP block: 5; mIAP block: -1; HKDC1 inhibitor: -10; mIAP activ: 1; APOBEC3A inh: -1; hIAP activ: 0.95; PfGluPho inh: 10; ATG4B inh: -1

Results for Cc1nc(CC(=O)Nc2nccs2)cs1 ?
hIAP block: -13; mIAP block: 8; HKDC1 inhibitor: -3; mIAP activ: 0.93; APOBEC3A inh: -2; hIAP activ: 1.1; PfGluPho inh: -8; ATG4B inh: 7

How did Nc1nc(NC(=O)Cc2ccccc2)nn1-c1ccccc1 do in these assays?
hIAP block: -2; mIAP block: -2; HKDC1 inhibitor: 0; mIAP activ: 1; APOBEC3A inh: 0; hIAP activ: 1; PfGluPho inh: 2; ATG4B inh: -9

Results for N/C(=N\OC(=O)CCn1cccc(C(F)(F)F)c1=O)c1ccc(Cl)cc1 ?
hIAP block: 0; mIAP block: -4; HKDC1 inhibitor: -1; mIAP activ: 1; APOBEC3A inh: 0; hIAP activ: 0.99; PfGluPho inh: 21; ATG4B inh: -9

How did CC(CC(=O)Nc1nccs1)c1ccccc1 (stereo not given) do in these assays?
hIAP block: -6; mIAP block: -1; HKDC1 inhibitor: -3; mIAP activ: 1; APOBEC3A inh: -2; hIAP activ: 1.1; PfGluPho inh: 2; ATG4B inh: 12

How did CCCNC(=O)COc1ncnc2sc(C)c(C)c12 do in these assays?
hIAP block: -11; mIAP block: 1; HKDC1 inhibitor: -6; mIAP activ: 0.99; APOBEC3A inh: 5; hIAP activ: 1.1; PfGluPho inh: -11; ATG4B inh: 12

Results for CC1=C(C#N)C(/C=N/OCc2ccc(F)cc2Cl)CC(=O)N1 (stereo not given) ?
hIAP block: -3; mIAP block: 3; HKDC1 inhibitor: -11; mIAP activ: 0.97; APOBEC3A inh: -2; hIAP activ: 1; PfGluPho inh: -12; ATG4B inh: 2

Source: PubChem BioAssay (Sanford-Burnham Center for Chemical Genomics)
